# From PubChem
# S3 lipid droplet: qHTS Assay for Lipid Storage Modulators in Drosophila S3 Cells. Drosophila S3 cells, BODIPY lipid droplet fluorescence, 18-24 h; cells fed with added oleic acid. lipid storage change, negative = inhibition, % at the top dose, mostly 46.1 µM; hits show Potency in µM. hit rate 0.64% among 320,000. AID 2685; active = well fitted inhibition curve with a large enough effect in the signal ratio, with a control signal flat, not every such curve was filed as active; inconclusive = small, poorly fitted or top-dose-only effect, or effect the other way, or a change in a side signal; the % refers to the signal ratio
#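 Drosophila S3 cells loaded with oleic acid (400 uM, as added) and compounds at several concentrations; lipid droplets imaged by 488-nm laser-scanning cytometry, 500–530 nm intensity and object ratio to cell channel. Percent activity normalized to 20 uM Triacsin C.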
# S3 lipid droplet cell count max: recorded beside S3 lipid droplet, whose call it bears; cell number change, %; measured here: cell count max response;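 cells counted by Cell Tracker Red CMTPX staining in the red channel; peak over a dose series mostly up to 46.1 µM; percent activity relative to internal control wells on each plate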
# * marks the source's active call; other numbers are inactive results; i = inactive; ? = inconclusive; · = not tested or not shown; [ ] = another dose, or the depositor's remark. % is set by controls: 0 for no effect and ±100 for the full control effect; potency is the fitted concentration of half-maximal effect. A portion of the library (hit frequency here may not be typical).
no.	Compound	S3 lipid droplet	S3 lipid droplet cell count max
1	CCOc1ccc(CN2CCC(C(=O)N3CCN(c4ccccc4F)CC3)CC2)cc1OC	?	·
2	COc1ccc(-n2nc(C(=O)NCC(=O)NCCCN3CCOCC3)c3ccccc3c2=O)cc1	19%	-8
3	O=C(COc1ccccc1)NC1CCCCCCC1	4%	4
4	O=C1c2ccc([N+](=O)[O-])cc2NC(c2ccco2)N1/N=C/c1ccco1 (configuration not stated)	-3%	0
5	O=C(CCn1c(=O)oc2ccccc21)Nc1ccc(N2CCOCC2)cc1	?	·
6	COCCNC(=O)CSc1nc(N)c(NC(=O)c2ccccc2F)c(=O)[nH]1	?	·
7	CC[C@H](C)Cc1cn([C@@H](CCCCNC(=O)OC(C)(C)C)C(=O)NCCCCCCCCCCC(=O)N2CCN(C(=O)OC(C)(C)C)CC2)nn1	?	·
8	O=C(O)CCn1ccnc1-c1ccccc1	?	·
9	CC(NC(=O)COC(=O)CCNC(=O)c1ccco1)C12CC3CC(CC(C3)C1)C2 (configuration not stated)	?	·
10	COc1ccccc1CNC(=O)Cc1csc(NC(=O)Nc2ccccc2OC)n1	?	·
11	CCC(C)N(CCNC(=O)c1ccc(NC2=NC3CS(=O)(=O)CC3S2)cc1)Cc1ccco1 (configuration not stated)	?	·
12	O=C(COC(=O)/C=C/C(=O)OCC(=O)NC12CC3CC(CC(C3)C1)C2)NC12CC3CC(CC(C3)C1)C2	?	·
13	COc1ccc(OC)c(-n2c(C)cc(C=O)c2C)c1	-26%[9.22 µM]	-17
14	O=C1CC(C(=O)Nc2ccc(Cl)cc2[N+](=O)[O-])C2(CCCCC2)O1 (configuration not stated)	?	·
15	FC(F)(F)c1nc(-c2ccccc2)ncc1-c1nnnn1-c1ccccc1	?	·

# Remaining list, next part
no.	Compound	S3 lipid droplet	S3 lipid droplet cell count max
16	CCOC(=O)Cc1csc(NC(=O)C(C)(C)C)n1	3%	-5
17	Cc1ccc(/C=C2\SC(=S)N(CCCC(=O)Nc3ccccn3)C2=O)cc1	-25%	-1
18	Cc1cccc(Nc2ncnc3onc(-c4ccc(F)cc4)c23)c1C	11%	18
19	CCOC(=O)c1c(NC(=O)C2C3C=CC(C3)C2C(=O)O)sc2c1CCCC2 (configuration not stated)	-10%	2
20	CN(C)C=NC(=O)c1cccn1-c1ncc(C(F)(F)F)cc1Cl	?	·
21	COc1cc(-c2cc(C(=O)Nc3ccccc3N3CCOCC3)c3ccccc3n2)cc(OC)c1OC	?	·
22	COC(=O)c1ccccc1NC(=O)NC1CC1	-12%[9.22 µM]	6
23	CC1CCCCN1C(=O)c1cc2nc(-c3ccccc3)cc(-c3ccccc3)n2n1 (configuration not stated)	?	·
24	O=C(CCCc1ccccc1)N1CCN(c2ccc([N+](=O)[O-])cc2)CC1	0%	-18
25	COC(=O)c1ccc(C)c(NC(=O)c2ccc(Cn3cc([N+](=O)[O-])cn3)o2)c1	?	·
26	O=C(Oc1ccc(-c2nnco2)cc1)C1CCN(C(=O)c2ccc(F)cc2)CC1	?	·
27	CCn1c(-c2ccc(C(C)(C)C)cc2)n[nH]c1=S	?	·
28	COc1ccc(/C=C\C(=O)NCc2ccc3c(c2)cc(C)n3C)cc1OC	?	·
29	NC(=O)c1ccc(-n2nnnc2SCc2ccc(F)cc2)cc1	i	·
30	COC(=O)[C@@H]1CCCN1Cc1c(C(=O)N2CCOCC2)nc2c(C)cccn12	?	·

# The list goes on.
no.	Compound	S3 lipid droplet	S3 lipid droplet cell count max
31	CCn1c(=O)cc(OCC(=O)N2CCCCCC2)c2ccccc21	?	·
32	CC(=O)N/N=C(/c1ccccc1)C(O)c1ccccc1 (configuration not stated)	2%	-10
33	O=C(NC1CCCCC1)c1ccc(S(=O)(=O)c2ccccc2)cc1	10%	1
34	COc1cccc2cc(C(=O)OC3CCN(C)CC3)c(=O)oc12	8%	-9
35	COCCNC(=O)Cn1cc(C(=O)c2ccco2)c2ccccc21	?	·
36	CC(=O)N[C@H]1C(O)O[C@H](CO)[C@@H](O)[C@@H]1O (some centres not stated)	-2%	-24
37	CC(NC(=O)c1cc(COc2cccc(C(F)(F)F)c2)on1)c1nccs1 (configuration not stated)	-28%	-1
38	Cc1ccc(CCNC(=O)C2CCCN(S(=O)(=O)c3c(C)noc3C)C2)cc1 (configuration not stated)	12%	-2
39	CCCc1cc(=O)n2[nH]c(C)cc2n1	?	·
40	CN(CC(=O)Nc1ccc(Cl)cc1)C(=O)c1cc(-c2cccs2)nn1-c1ccccc1	17%	16
41	Cc1cc(C)n(CCCN2CCC(C(=O)Nc3cccc(-c4cccc(F)c4)c3)CC2)n1	?	·
42	O=C(Cn1c(=S)nc2ccccn21)N1CCc2ccccc2C1	i	-17
43	COc1ccc(N=C2NC(=O)C(CC(=O)NCCc3ccc(OC)c(OC)c3)S2)cc1 (configuration not stated)	?	·
44	Cc1ccc(C)c(Cn2c(O)c(N=NC(=S)Nc3ccccc3F)c3ccccc32)c1	2%	·
45	CC(=O)CSc1nnc(-c2ccc(S(=O)(=O)N3CCCC3)cc2)n1C	i	-7

# More records follow.
no.	Compound	S3 lipid droplet	S3 lipid droplet cell count max
46	Cc1cccc(N2CCN(Cc3ccc(Br)o3)CC2)c1C	?	·
47	NC(=S)NNc1ccnc2cc(Cl)ccc12	2%	6
48	CCOc1ccc2c(c1)nc(C)n2C	-7%	-5
49	O=C(CCNC(=O)c1ccc(Br)cc1)NNC(=O)c1ccccc1O	11%[0.0737 µM]	-28
50	COc1cc(C(=O)OCCN2CCOCC2)ccc1O	11%	-12
51	OC1(c2cccc(C(F)(F)F)c2)CCN(Cc2nnnn2Cc2ccccc2)CC1	-2%	0
52	CCCCn1c(N)c(N(CCOC)C(=O)c2cccc(S(=O)(=O)N(C)c3ccccc3)c2)c(=O)[nH]c1=O	?	·
53	CCC(=O)Nc1ccc(Br)cn1	-1%	·
54	CCOC(=O)c1c(S(=O)(=O)Nc2ccccn2)c(C)n(C)c1C	-9%	·
55	N#Cc1ccc(S(=O)(=O)N2CCN(C(=O)C3CC(=O)N(c4ccc5c(c4)OCCO5)C3)CC2)cc1 (configuration not stated)	?	·
56	Nc1nnn(CC(=O)N/N=C/C=C/c2ccccc2)n1	0%	10
57	Cc1nc(S(=O)(=O)c2cccc(Cl)c2)nc2c1CCC2	-19%	6
58	O=C(CSc1cn(CCNC(=O)c2cccs2)c2ccccc12)NCC1CCCO1 (configuration not stated)	?	·
59	COc1ccc(CNCc2ccc3ccccc3c2)c(OC)c1	i	-16
60	O=C(OCC(=O)N1CCCC1)c1cc(Cl)ccc1Cl	5%	4

# Quoted at random: 7 entries already listed.
no.	Compound	S3 lipid droplet	S3 lipid droplet cell count max
50	COc1cc(C(=O)OCCN2CCOCC2)ccc1O	11%	-12
58	O=C(CSc1cn(CCNC(=O)c2cccs2)c2ccccc12)NCC1CCCO1 (configuration not stated)	?	·
56	Nc1nnn(CC(=O)N/N=C/C=C/c2ccccc2)n1	0%	10
47	NC(=S)NNc1ccnc2cc(Cl)ccc12	2%	6
52	CCCCn1c(N)c(N(CCOC)C(=O)c2cccc(S(=O)(=O)N(C)c3ccccc3)c2)c(=O)[nH]c1=O	?	·
55	N#Cc1ccc(S(=O)(=O)N2CCN(C(=O)C3CC(=O)N(c4ccc5c(c4)OCCO5)C3)CC2)cc1 (configuration not stated)	?	·
59	COc1ccc(CNCc2ccc3ccccc3c2)c(OC)c1	i	-16

# Going on with the list:
no.	Compound	S3 lipid droplet	S3 lipid droplet cell count max
61	Cc1cc(C)c2nc(-c3ccncc3)cc(C(=O)N3CCN(Cc4ccccc4Cl)CC3)c2c1	i	-26
62	CCSCc1nnc(SCC(=O)Nc2nc(C)cs2)n1C	?	·
63	O=[N+]([O-])c1cc(-c2cnc3ccccc3n2)ccc1Oc1ccc(F)cc1	0%	-16
64	Cc1ccc(C(=O)NCCCNc2ccccc2[N+](=O)[O-])cc1	12%	0
65	CCC(C)(C)NC(=O)C(c1ccc(OC)cc1)N(Cc1ccc(OC)cc1)C(=O)CCC(=O)Nc1cc(C)on1 (configuration not stated)	i	13
66	O=S(=O)(NCCc1csc(-c2cccnc2)n1)c1ccc(F)cc1	-24%	-22
67	Cc1ccc(NC(=S)NCCc2ccccc2)nc1	?	·
68	O=C(CSc1n[nH]c(-c2cccnc2)n1)Nc1cccc(Cl)c1	?	·
69	COc1ccc(OC)c(NC(=O)CC(NC(C)=O)c2ccccc2)c1 (configuration not stated)	1%	8
70	O=C(N/N=C/c1ccccc1O)C1CC(=O)N(c2ccc(Cl)cc2)C1 (configuration not stated)	?	·
71	CNC(=O)CSc1nc(-c2ccccc2)c(-c2ccccc2)o1	i	·
72	CCOC(=O)c1ccc(S(=O)(=O)Nc2cc(C(C)(C)C)no2)cc1	i	-113
73	COC(=O)c1cc(-c2ccc(OC)cc2)nc2nc(SC)[nH]c(=O)c12	-3%	·
74	CN(CCOc1ccccc1)CC(O)COCc1ccccc1F (configuration not stated)	i	18
75	CCOC(=O)N1CCC(NC(=O)C2CCCN(S(=O)(=O)c3cccnc3)C2)CC1 (configuration not stated)	11%	1

# New compounds follow
no.	Compound	S3 lipid droplet	S3 lipid droplet cell count max
76	Cc1ccccc1NC(=O)c1sc(Cl)nc1C	12%	·
77	N#CC(=Cc1ccc(O)cc1)C(N)=C(C#N)C#N	5%	0
78	Oc1ccc2ccccc2c1C=NC1CCCCC1	0%	1
79	C=C(C)CNC(=S)N/N=C(\C)c1ccc(OC)cc1	?	·
80	Cc1ccccc1N1CCN(C2CCCN(C(=O)CCC(F)(F)F)C2)CC1 (configuration not stated)	?	·
81	N#Cc1c(OCC(=O)c2ccccc2)nc2c(c1-c1ccco1)CCc1ccccc1-2	8.2µM*	-13*
82	O=C(CCc1ccccc1)NNc1ccc(F)cc1	?	·
83	CCCCn1c(SC(C)C(=O)c2ccc(OC)cc2)nc2cc(S(N)(=O)=O)ccc21 (configuration not stated)	-1%	-1
84	CC(=O)Nc1ccc(NC(=O)C2CCCN2C(=O)NC2CCCCC2)cc1 (configuration not stated)	?	·
85	CC(NS(=O)(=O)c1cccc(C(=O)O)c1)C12CC3CC(CC(C3)C1)C2 (configuration not stated)	?	·
86	FC(F)(F)c1ccc(/C=N/N2CCN(Cc3cccc4ccccc34)CC2)cc1	-4%	-11
87	O=C(COc1ccc(S(=O)(=O)NC2CCCCC2)cc1Cl)NCc1cccnc1	?	·
88	Cc1ccc(S(=O)(=O)N2CCN(Cc3cc(C(C)C)ccc3O)CC2)cc1	?	·
89	Cc1ccc2nc(N(CCCN(C)C)C(=O)c3ccc4ncsc4c3)sc2c1	?	·
90	COC(=O)c1ccc2[nH]c(C(C)(C)O)c(C)c2c1	?	·

# The results go on:
no.	Compound	S3 lipid droplet	S3 lipid droplet cell count max
91	Cc1cc(C)cc(NC(=S)NN)c1	28%	·
92	O=C(/C=C/c1ccc2c(c1)OCCO2)c1ccc(O)cc1	0%	-5
93	Cc1nn(C)cc1CNCc1ccc(OCC(O)CN(C)Cc2ccccc2)cc1 (configuration not stated)	?	·
94	CCOc1ccc2[nH]c3nc(SCC(=O)NCC4CCCO4)nnc3c2c1 (configuration not stated)	?	·
95	O=C(NCc1nc(-c2ccc(C(F)(F)F)cc2)no1)Nc1ccc(OC(F)(F)F)cc1	i	·
96	Cc1cc2oc(C(=O)N(Cc3ccccc3)C3CCS(=O)(=O)C3)cc(=O)c2cc1Cl (configuration not stated)	?	·
97	CC(=O)c1c(C)cc(C)c(CSc2ccccn2)c1C	?	·
98	CCc1ccc(C(=O)CSc2nnc(C)c(=O)[nH]2)cc1	12%	-6
99	O=C(Cc1c(F)c(F)c(F)c(F)c1F)Nc1nc(-c2ccccc2)cs1	i	30
100	Cc1ccccc1-n1ncc2c(SCC(=O)NCc3cccs3)ncnc21	-19%	·
101	C=CCSc1nc2sc3c(c2c(=O)n1CC=C)CCc1ccccc1-3	?	·
102	CCc1nc2ccc(C(=O)N3CCN(c4ccc(Cl)cc4)CC3)cc2nc1CC	-5%	-17
103	Cn1cc(C(=O)NCc2ccc(F)cc2)c(=O)c2cc(S(=O)(=O)N3CCCCC3)ccc21	?	·
104	C(=N\NC1=Nc2cccc3cccc1c23)/c1ccccn1	?	·
105	C1=C(C(c2nnnn2C2CCCCC2)N2CCCCC2)COc2ccccc21 (configuration not stated)	?	·

# The list continues:
no.	Compound	S3 lipid droplet	S3 lipid droplet cell count max
106	CC(=N\Nc1ccc(Cl)cc1)/C(=N/O)C(=O)Nc1ccccc1	6%	-21
107	COc1ccc(C(=O)N/C(=C\c2cccc3ccccc23)C(=O)NCCc2c[nH]c3ccccc23)cc1OC	?	·
108	CCn1cc(C(=O)OCC(=O)NCc2ccccc2Cl)c(=O)c2ccc(C)nc21	?	·
109	Cc1ccc(C(=O)Nc2nnc(-c3cccs3)s2)cc1C	-5%	-13
110	CCN(CC)CCn1c(C)nc2c(sc3nc4c(cc32)COC(C)(C)C4)c1=O	-9%	-5
111	Cc1cccc(N2CCN(S(=O)(=O)c3ccc4c(c3)CCCN4C(=O)C3CCC3)CC2)c1C	?	·
112	Cc1cc(C(=O)Nc2ccc(CC(=O)O)cc2)c(C)o1	?	·
113	COc1cccc(/C=C2\SC(=S)N(C(C)C(=O)NC3C=CS(=O)(=O)C3)C2=O)c1 (configuration not stated)	?	·
114	CC(=O)OCCCN1c2ccccc2Nc2nnc(-c3ccccc3)cc21	?	·
115	Cc1ccc(NC(=O)Cc2ccccc2Cl)cc1S(=O)(=O)N(C)C	-6%	-10
116	O=C(O)CSCC(=O)NCc1ccccc1Cl	?	·

# Structural class, the entries above containing bromine.
no.	Compound	S3 lipid droplet	S3 lipid droplet cell count max
46	Cc1cccc(N2CCN(Cc3ccc(Br)o3)CC2)c1C	?	·
49	O=C(CCNC(=O)c1ccc(Br)cc1)NNC(=O)c1ccccc1O	11%[0.0737 µM]	-28
53	CCC(=O)Nc1ccc(Br)cn1	-1%	·
